EphA4 KYL inhibition: inhibitors of EphA4 binding to KYL peptide, primary screen, biochemical, colorimetric, mouse EphA4 (AID 689) | EphA4-AP binding to KYL peptide, pNPP A405; higher % means a stronger effect | inhibition, % at 10 µM, or IC50 in µM where a hit was titrated | hit rate 0.1% among 62,000; in the data active = a potency from the dose series; inactive = the rest, 99 in 100 with inhibition below about 22%
The depositor's hits bear a star.

Start of the data: the first 4 compounds, ahead of the listing:
SMILES | EphA4 KYL inhibition
CCOc1ccc(NC(=O)C(C)SC(N)=O)cc1 (stereo not drawn) | -4%
CCOc1ccc(OCC)c(-c2c(=O)n(OCc3ccccc3Br)c3ccccc3[n+]2[O-])c1 | 3%
CCSCCOC(=O)C1=C(C)NC2=C(C(=O)CCC2)C1c1coc2ccccc2c1=O (stereo not drawn) | -1%
Cc1nc2nc(-c3cccnc3)[nH]n2c(=O)c1C | -2%

Main list, from the start:
SMILES | EphA4 KYL inhibition
CCOc1ccc(NC(=O)C(C)SC(N)=O)cc1 (stereo not drawn) | -4%
CCOc1ccc(OCC)c(-c2c(=O)n(OCc3ccccc3Br)c3ccccc3[n+]2[O-])c1 | 3%
CCSCCOC(=O)C1=C(C)NC2=C(C(=O)CCC2)C1c1coc2ccccc2c1=O (stereo not drawn) | -1%
Cc1nc2nc(-c3cccnc3)[nH]n2c(=O)c1C | -2%
Cc1cc(C)c(-c2noc(C(=O)OC(C)(C)C)c2C(=O)OC(C)(C)C)c(C)c1 | 13%
COC(=O)c1ccc(NC(=O)CCN2CCCCC2)cc1 | 17%
COC(=O)C(C)n1cnc2c(nnn2Cc2ccc(Cl)cc2)c1=O (stereo not drawn) | 16%
CCc1ccc(C(=O)CSc2nc3ccccc3c(=O)[nH]2)cc1 | -7%
Nc1cc[n+](CC(=O)c2ccccc2)cc1 | -20%
CC(C)(C)C(=O)[C@@H]1[C@@H]2C(=O)N(c3ccc4c(c3)OCCO4)C(=O)[C@@H]2C2c3ccccc3C=CN21 (stereo partly drawn) | -8%
COc1cc(C2C(C#N)=C(N)N(Nc3ccccc3)C3=C2C(=O)CC(C)(C)C3)ccc1OCc1cccc(F)c1 (stereo not drawn) | -16%
CCCCCCNS(=O)(=O)c1ccc(OC)c(OC)c1 | -18%
CC(=O)c1c(N2CCN(C)CC2)[nH]c(-c2ccccc2)nc1=S | -8%
COc1cc2c(cc1OC)C(c1cc3cc(OC)c(OC)cc3[nH]c1=O)N(C(=O)C1CC1)CC2 (stereo not drawn) | -14%
O=C(NCC1CCCO1)c1ccc(CS(=O)(=O)c2c(Cl)cccc2Cl)o1 (stereo not drawn) | 1%
O=Nc1c(O)n(Cc2ccc(Cl)cc2)c2ccccc12 | 2%
CCN1/C(=C/C=Nc2ccccc2)Oc2ccccc21 | 10%
CCN(CC)c1nc(-c2ccc(Cl)cc2)cc(C(F)(F)F)c1C#N | 30%
CCn1c2ccccc2c2cc(NC(=O)C3CCN(S(=O)(=O)c4cccs4)CC3)ccc21 | 7%
O=c1cc(CO)oc(CN2CCN(c3ccccc3)CC2)c1O | -10%
CC(C)N=C(NC#N)SCc1ccccc1 | -4%
CCC(C)(C)n1nnnc1C(c1ccc(N(C)C)cc1)N1CCN(C2CCCCC2)CC1 (stereo not drawn) | 7%
COc1ccc(C)cc1NC(=O)C1CCC(CNc2c(N3CCOCC3)c(=O)c2=O)CC1 (stereo not drawn) | 2%
Cc1ccc(C2C(C#N)=C(N)Oc3n[nH]c(-c4cccs4)c32)s1 (stereo not drawn) | -18%
CN(C)c1ccc(NC(=O)Cn2c(=O)n(Cc3ccccc3)c(=O)c3ccccc32)cc1 | -6%
O=C1CN(C(=O)c2ccco2)C(c2ccccc2)c2cc(Cl)ccc2N1 (stereo not drawn) | -3%
O=C(Nc1ccc(Br)cc1)c1ccccc1F | 5%
Cc1c(C=C(C#N)C#N)c(C)c([N+](=O)[O-])c(C)c1[N+](=O)[O-] | -14%
CC(C)OC(=O)CSc1nnc2n1C(C)(C)Cc1ccccc1-2 | -31%
O=C(Nc1cccc(C(F)(F)F)c1)c1cnc2n(c1=O)CCS2 | -15%
Cc1nc2nc(C)c(CCC(=O)NCCC3=CCCCC3)c(C)n2n1 | 1%
COc1ccc(C2Nc3ccccc3C(=O)N2Cc2ccccc2)cc1COc1ccccn1 (stereo not drawn) | -6%
CCc1ccc(N(C(=O)c2ccoc2C)C(C(=O)NC2CCCC2)c2ccc(OC)cc2)cc1 (stereo not drawn) | -12%
N#Cc1nc(-c2ccccc2F)oc1NCc1ccccc1 | 3%
O=C(c1nn(Cc2ccccc2)c(=O)c2ccccc12)N1CCN(c2ccccn2)CC1 | -3%
CC1CCCC(NC(=O)COC(=O)Cc2cn3ccsc3n2)C1C (stereo not drawn) | -7%

3 entries drawn at random from the list so far:
SMILES | EphA4 KYL inhibition
CC1CCCC(NC(=O)COC(=O)Cc2cn3ccsc3n2)C1C (stereo not drawn) | -7%
O=c1cc(CO)oc(CN2CCN(c3ccccc3)CC2)c1O | -10%
CCOc1ccc(OCC)c(-c2c(=O)n(OCc3ccccc3Br)c3ccccc3[n+]2[O-])c1 | 3%

Other structures follow:
SMILES | EphA4 KYL inhibition
O=C(Cc1cccs1)Nc1nc(-c2ccc(F)cc2F)cs1 | -5%
COc1ccc(C2C(C(C)=O)=C(O)C(=O)N2CCCn2ccnc2)cc1 (stereo not drawn) | -7%
CCN1C(=O)/C(=C/c2c(NCCCn3ccnc3)nc3c(C)cccn3c2=O)SC1=S | -6%
CCN1C(=O)C(=Cc2ccc(OC)cc2OC)C(=O)NC1=S | 1%
C=CCOc1cccc(C2C(C(=O)c3ccc(C)o3)=C(O)C(=O)N2c2nccs2)c1 (stereo not drawn) | 22%
O=C1OC2(CCCCC2)OC(=O)C1=CNc1ccc2c(c1)OCO2 | 4%
O=C(CSc1nnc(SCC(=O)c2ccco2)s1)c1ccco1 | -1%
O=C(c1cccc2ccccc12)N1CCN(c2ccccc2F)CC1 | -10%
COc1ccc(CNC(=O)C2CSC(=O)C2)cc1 (stereo not drawn) | 8%
CCc1ccc(C(=O)COC(=O)CNC(=O)c2ccco2)cc1 | -12%
CCN(CC)C(=O)N1CCC(NC(=O)Cc2ccccc2)CC1 | -8%
COCCNC(=O)c1onc(CSc2ccccc2F)c1C(=O)O | -9%
CC1(C)Cc2nc3sc4c(SCC(=O)NCc5ccccc5)ncnc4c3cc2CO1 | -20%
CCOCCOCCC(C(=O)O)P(=O)(c1ccccc1)c1ccccc1 (stereo not drawn) | -5%
CCOc1ccccc1OCC(=O)OCC(=O)Nc1ncc(Cl)cc1Cl | 3%
Cc1ccccc1N(C(=O)Cc1cccs1)C(C(=O)NCC1CCCO1)c1cccnc1 (stereo not drawn) | -8%
O=C(/C=C/c1ccc(OCc2ccccc2)cc1)c1cccc(Br)c1 | 15%
COC(=O)c1nn(-c2ccccc2)c(Sc2ccc(Br)cc2)c1/C=N/O | -18%
O=C(Nc1ccc(Cl)cn1)Nc1cccs1 | -2%
CCOC(=O)c1cnc2cc(-c3cccs3)[nH]n2c1=O | -10%
O=C(NC1CCCCC1)C1CCN(C(=O)NCc2ccccc2)CC1 | -17%
O=C(CCC1CCCCC1)NNC(=O)NC12CC3CC(CC(C3)C1)C2 | -3%
COC(=O)C(C)Oc1cc2oc(=O)c3c(c2cc1Cl)CCC3 (stereo not drawn) | 6%
CCOC(=O)C1=C(C)N(C)C(=O)C1CC(=O)O (stereo not drawn) | -6%

Looked up above:
In EphA4 KYL inhibition, O=C(Nc1ccc(Cl)cn1)Nc1cccs1 reads -2%
In EphA4 KYL inhibition, CCOCCOCCC(C(=O)O)P(=O)(c1ccccc1)c1ccccc1 (stereo not drawn) reads -5%

The listing continues.
SMILES | EphA4 KYL inhibition
CC(=O)Oc1ccc(C(=O)O)c(OC(C)=O)c1 | -16%
CC(=O)Nc1ccc2c(c1)C(=O)c1ccccc1C2=O | 8%
CN(C)Cc1c(O)ccc2cc(-c3nc4ccccc4s3)c(=O)oc12 | 1%
c1ccc(CSc2nnnn2-c2cccc3ccccc23)nc1 | -9%
COc1ccc(/C=C(\NC(=O)c2ccc(Cl)cc2)C(=O)NCc2cccnc2)cc1OC | -14%
O=C(NC1CCCCCC1)C1CCCN(S(=O)(=O)c2cnc[nH]2)C1 (stereo not drawn) | 1%
COc1ccccc1N1C(=O)C(=Cc2cccn2C)C(=O)NC1=S | 32%
Cc1c(C(c2ccc([N+](=O)[O-])cc2)c2c(C)n(C)n(-c3ccccc3)c2=O)c(=O)n(-c2ccccc2)n1C | 2%
CCCc1cc2c(=O)c(-c3ccccn3)coc2cc1OC | -4%
O=C(Cc1c(C(=O)O)[nH]c2ccccc12)Nc1ccc2c(c1)OCO2 | -10%
COC(=O)C1=C(C(=O)OC)SC(=C2C(=S)C(C)(C)N(C(=O)CC(C)C)c3ccccc32)S1 | 37%
O=C1C2C3C=CC(CO)(O3)C2C(=O)N1c1ccc(-c2ccccc2)cc1 (stereo not drawn) | 6%

Gathered by group: the compounds so far with a furan ring, fused or not (6)
SMILES | EphA4 KYL inhibition
O=C(NCC1CCCO1)c1ccc(CS(=O)(=O)c2c(Cl)cccc2Cl)o1 (stereo not drawn) | 1%
O=C1CN(C(=O)c2ccco2)C(c2ccccc2)c2cc(Cl)ccc2N1 (stereo not drawn) | -3%
CCc1ccc(N(C(=O)c2ccoc2C)C(C(=O)NC2CCCC2)c2ccc(OC)cc2)cc1 (stereo not drawn) | -12%
C=CCOc1cccc(C2C(C(=O)c3ccc(C)o3)=C(O)C(=O)N2c2nccs2)c1 (stereo not drawn) | 22%
O=C(CSc1nnc(SCC(=O)c2ccco2)s1)c1ccco1 | -1%
CCc1ccc(C(=O)COC(=O)CNC(=O)c2ccco2)cc1 | -12%

The listing continues.
SMILES | EphA4 KYL inhibition
CC(C)NC(=O)C1CC(=O)N(c2ccc(F)c(Cl)c2)C1 (stereo not drawn) | -4%
CC(C)(C)OC(=O)NCCc1nnc(SCC(N)=O)o1 | -5%
CC(=O)c1cc(C(=O)Nc2ccccc2C(=O)O)oc1C | -24%
CC(NC(=O)C1CCCN1S(=O)(=O)c1cccc2cccnc12)c1ccccc1 (stereo not drawn) | -3%
COCC(O)CSc1nc(C)[nH]c1[N+](=O)[O-] (stereo not drawn) | -4%
O=C(NCCN1CCOCC1)c1nn2c(c1Cl)NC(c1ccccc1)CC2C(F)(F)F (stereo not drawn) | -1%
O=C(COC(=O)[C@H](Cc1ccccc1)N1C(=O)c2ccccc2C1=O)Nc1ccc2c(c1)OCO2 | 6%
CCOc1ccc(Cl)cc1CNCCNCC(C)O (stereo not drawn) | -2%
Cc1cc(C)c2c(=O)[nH]c(SCC(=O)Nc3ccccc3)nc2n1 | -8%
Cc1ccc(NC(=O)c2cc(S(=O)(=O)N3CCOCC3)ccc2F)c(C)c1 | -2%
CN1/C(=C\C=Nc2ccccc2)C(C)(C)c2ccccc21 | 4%
Cc1cc(N2CCN(c3ccccc3F)CC2)nc2cc(O)ccc12 | -3%
COc1ccc(N2C(=O)NC(NC(=O)c3ccncc3)(C(F)(F)F)C2=O)cc1 (stereo not drawn) | -10%
COc1ccc(C(=O)Nc2cc(OC)ccc2OC)cc1 | 2%
CC1(C)CN(c2ccccc2)N(C(=O)c2ccc(F)cc2)C1=O | -5%
CCN(CC)S(=O)(=O)c1cc(-c2nnc(-c3ccc(Br)cc3)o2)ccc1Cl | -2%
CCOC(=O)c1cnc2c(-c3ccccc3)cnn2c1N | -5%
Cc1cc(NC2CCCCC2)nc(-c2ccccc2O)n1 | 0%
CCn1c(O)c(/C=C2\C=Nc3ccccc32)sc1=Nc1ccc(C)cc1 | -7%
CC(=O)Nc1ccccc1Nc1cc(C#N)c(C#N)cc1[N+](=O)[O-] | -10%
COCCn1nc2cc(C(=O)NCc3cc(C(F)(F)F)cc(C(F)(F)F)c3)ccc2c1OC | 3%
COCCNC(=O)c1cc(-c2ccccc2OC)on1 | -3%
Cc1ccc2oc(-c3ccccc3C(=O)O)cc(=O)c2c1 | -7%
CC12CCCCC1(O)[N+](=O)C1=C(CCCC1)N2[O-] (stereo not drawn) | 27%
Cn1nnnc1SCC(=O)N1CCc2ccccc2C1 | -1%
NC(=O)Cn1cc(/C=C2\C(=O)NC(=O)N(Cc3ccccc3)C2=O)c2ccccc21 | -7%
COc1ccc(NC(C)=O)cc1NC(=O)CSc1nnc(-c2ccncc2)n1C | 7%
O=C(Nc1ccc(F)c(Cl)c1)C1CCN(S(=O)(=O)c2cccnc2)CC1 | 5%
CCOc1cc(-c2noc(-c3ccncc3)n2)cc(Br)c1OC | -4%
O=S(=O)(NC1CCCCC1NCc1ccco1)c1ccccc1 (stereo not drawn) | -11%
COCCCNC(=O)CN(C1CCCCC1)S(=O)(=O)c1ccc(C)cc1 | 11%
COc1cccc(C(=O)Nc2ccc(-c3nnc(-c4ccco4)o3)cc2)c1 | -8%
COc1ccc(CCNC(=O)C2CCCN(Cc3nc(-c4cccc(Cl)c4)oc3C)C2)cc1OC (stereo not drawn) | -8%
NC(=O)c1cc(N)ccc1N1CCCC1 | -10%
Cc1cc(NC2C3CC4CC(C3)CC2C4)n2ncnc2n1 (stereo not drawn) | -5%
COC(=O)c1ccc(CSc2ncnc3ccccc23)o1 | -8%
CCOC(=O)c1ccc2nc(NC(NC(C)=O)(C(=O)OC)C(F)(F)F)sc2c1 (stereo not drawn) | -13%
COc1cc(F)ccc1S(=O)(=O)n1cnc2cc(C)c(C)cc21 | 20%
CN(C)C(=O)NC(NC(=O)N(C)C)C(=O)c1ccccc1 | -14%
O=C(CN(CC1CCCO1)C(=O)CNS(=O)(=O)c1ccc(Cl)cc1)NCCc1ccccc1 (stereo not drawn) | -10%
O=C(Nc1ccc(Cl)cn1)c1cc(I)ccc1Cl | 15%
COc1ccc(-n2nnc3c(=O)n(Cc4cccc(C)c4)cnc32)cc1 | -10%
O=[N+]([O-])c1ccc(Cl)c(/C=N/N2CCN(C3c4ccccc4-c4ccccc43)CC2)c1 | -2%
CCOC(=O)c1[nH]c(C)c(C(=O)NCc2ccc(C)cc2)c1C | 0%
O=C(CSc1nnc2scc(-c3ccc(F)cc3)n12)NCc1ccco1 | -10%
CCC(C)N(CCNC(=O)CC1Oc2ccc(C)cc2NC1=O)C1CCCCC1 (stereo not drawn) | -2%
CNc1nc(SCc2ccc(C)cc2)nc2c1CCCC2 | -3%
COc1ccc(C2C(C#N)=C(N)N(c3cccnc3)C3=C2C(=O)CCC3)cc1Cn1cc([N+](=O)[O-])cn1 (stereo not drawn) | -8%

Screening results: PubChem BioAssay, Sanford-Burnham Center for Chemical Genomics

The list is partial. The share of hits here may be higher or lower than overall.
